# Menin MLL FP TR = qHTS Assay for Inhibitors Targeting the Menin-MLL Interaction in MLL Related Leukemias: Competition With Texas Red Labeled MLL-derived Mutant Peptide; actives 0.23% (n = 270,000); Menin + Texas Red MLL mutant peptide, fluorescence polarization; Potency, µM (series often up to 61.6 µM), inactives show at the top dose FP activity change, negative = inhibition, actives largely listed as inhibitors; AID 1768, 2009; O00255; active = well fitted inhibition curve with a large enough effect in the polarisation, with a control signal flat, not every such curve was filed as active; inconclusive = small, poorly fitted or top-dose-only effect, or effect the other way, or a change in a side signal; inactive = no such curve, though single readings can be large or run the other way; the % refers to the polarisation; also: % of control where 0% means no effect; many of its hits are not listed in these tables
# Target sequence (O00255 whole entry, looked up): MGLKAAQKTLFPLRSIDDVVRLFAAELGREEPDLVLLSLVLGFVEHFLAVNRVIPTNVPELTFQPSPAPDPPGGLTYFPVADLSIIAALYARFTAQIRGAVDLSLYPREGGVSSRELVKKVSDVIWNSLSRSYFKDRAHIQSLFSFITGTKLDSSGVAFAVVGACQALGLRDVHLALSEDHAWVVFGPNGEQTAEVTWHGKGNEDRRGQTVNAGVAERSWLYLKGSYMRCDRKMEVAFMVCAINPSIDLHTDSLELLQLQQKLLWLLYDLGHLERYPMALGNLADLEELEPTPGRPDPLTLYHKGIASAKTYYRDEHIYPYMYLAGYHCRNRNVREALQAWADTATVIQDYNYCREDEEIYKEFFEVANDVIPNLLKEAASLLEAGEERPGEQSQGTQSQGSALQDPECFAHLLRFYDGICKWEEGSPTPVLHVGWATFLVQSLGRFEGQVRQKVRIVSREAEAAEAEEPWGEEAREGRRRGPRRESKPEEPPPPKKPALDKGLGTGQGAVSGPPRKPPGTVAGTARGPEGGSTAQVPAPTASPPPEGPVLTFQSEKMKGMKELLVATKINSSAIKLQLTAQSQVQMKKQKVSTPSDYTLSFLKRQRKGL
# * = called active by the depositor; u = inconclusive; & = joins results of further samples; [ ] = another dose, or the depositor's remark. Potency is read from the fitted curve at half-maximal effect. An excerpt (hit frequency here may not be typical).
# Start of the data: the first 2 entries (preview)
SMILES,Menin MLL FP TR
CCOC(=O)N1CC(C)N(/[N+]([O-])=N/Oc2ccc([N+](=O)[O-])cc2[N+](=O)[O-])CC1C (stereo unspecified),u
CC[C@@]1(O)CC(O)c2c(cc3c(c2O)C(=O)c2c(O)ccc(O)c2C3=O)C1C(=O)OC (stereo partly specified),u

# The listing, repeating the preview:
SMILES,Menin MLL FP TR
CCOC(=O)N1CC(C)N(/[N+]([O-])=N/Oc2ccc([N+](=O)[O-])cc2[N+](=O)[O-])CC1C (stereo unspecified),u
CC[C@@]1(O)CC(O)c2c(cc3c(c2O)C(=O)c2c(O)ccc(O)c2C3=O)C1C(=O)OC (stereo partly specified),u
c1ccc(C2(N3CCCC3)CCCCC2)cc1,-17%
CC(=O)OC1C[C@H](O[C@@H]2C(O)C[C@H](O[C@@H]3C(O)C[C@@H](OC4CC[C@]5(C)C(CCC6C5CC(O)[C@@]5(C)C(C7=CC(=O)OC7)CC[C@@]65O)C4)OC3C)OC2C)O[C@H](C)[C@H]1O[C@H]1OC(CO)C(O)C(O)C1O (stereo partly specified),2%
CC(C)(C)NCC(O)c1cc(Cl)c(N)c(C(F)(F)F)c1 (stereo unspecified),11%
CCCCC/C=C\C=C\[C@H](CCCCCCCC(=O)O)OO,-1%
c1ccc(N2CC3(CCNCC3)C2)nc1,-5%
CCCCCCCC/C=C\CCCCCCCC(N)=O,u
O=C(Nc1ccccc1)c1ccccc1I,-2%
C[C@@H]1CC[C@H]2[C@H](C)[C@H]3CC[C@@]4(O)[C@@H]5CC(=O)[C@H]6CC(=O)CC[C@]6(C)[C@H]5C[C@H]4[C@@H]3CN2C1,-7%
C[C@@H]1C[C@H]2CC[C@H](O2)[C@H](C)C(=O)O[C@@H](C)C[C@@H]2CC[C@@H](O2)[C@@H](C)C(=O)O[C@H](C)C[C@H]2CC[C@H](O2)[C@H](C)C(=O)O[C@@H](C)C[C@@H]2CC[C@@H](O2)[C@@H](C)C(=O)O1,-24%
O=C1CC2OCC=C3CN4CCC56c7ccccc7N1C5[C@H]2[C@H]3C[C@H]46 (stereo partly specified) (tested in a mixture with another compound),-8%
C[N+](C)(C)CCOC(=O)C(O)(c1ccccc1)c1ccccc1,-15%
CN(C)CCO,7%
C[C@]12CCC3C(CCC4=C(Cl)C(=O)CC[C@@]43C)C1CCC2O (stereo partly specified),-10%
COc1cc(C=C(C#N)C#N)cc(O)c1O,13%
COC1=C[C@]23CCCN2CCc2cc4c(cc2[C@@H]3[C@@H]1O)OCO4,-22%
CC(=O)O[C@H]1C(=O)[C@@]2(C)C([C@H](OC(=O)c3ccccc3)[C@]3(O)C[C@H](OC(=O)[C@H](O)[C@@H](NC(=O)c4ccccc4)c4ccccc4)C(C)=C1C3(C)C)[C@]1(OC(C)=O)CO[C@@H]1C[C@@H]2OC(=O)[C@H](C)NC(=O)c1ccc(-c2c3ccc(=O)cc-3oc3cc(O)ccc23)c(C(=O)O)c1 (stereo partly specified),13%[11.7 µM]
CO/C1=C\C(C)=C\[C@@H](C)[C@@H](O)[C@@H](C)C/C(C)=C/C=C/[C@H](OC)[C@@H]([C@@H](C)[C@@H](O)[C@H](C)[C@@]2(O)C[C@@H](O)[C@H](C)C(C(C)C)O2)OC1=O (stereo partly specified),13%
O[C@@H]1[C@H](O)[C@H]2[C@@H](O)CCN2C[C@@H]1O,u
Clc1ccccc1C(c1ccccc1)(c1ccccc1)n1cccn1,-17%
CCCN1C[C@H](C)N([C@H](c2ccc(C(=O)N(CC)CC)cc2)c2cccc(OC)c2)C[C@H]1C,-2%[24.8 µM]
O=C1C=CC(=O)c2c1ccc1c2ccc2ccccc21,u
CC1Cc2c(cnc3c2CN(C)CC3)CO1 (stereo unspecified),3%[11.7 µM]
CCOC(=O)C1C(C=C(C)C)C1(C)C (stereo unspecified),5%
CCC1CN2CCC1CC2C(O)c1ccnc2ccc(OC)cc12 (stereo unspecified),-14%
c1ccc(N=Nc2ccccc2)cc1,16%
COc1ccc2cc1Oc1ccc(cc1)CC1c3cc(c(OC)cc3CCN1C)Oc1c(OC)c(OC)cc3c1C(C2)N(C)CC3 (stereo unspecified),u
CNC(C)Cc1ccc(OC)cc1 (stereo unspecified),12%
CN1C[C@@H](CS(=O)(=O)N(C)C)C[C@@H]2c3cccc4c3c(cn4C)C[C@H]21,-18%
CN1C(=S)CN=C(c2ccccc2)c2cc(Cl)ccc21,15%
CCOc1ccc2cc(C#N)c(=O)oc2c1,-25%&1%
CCCN1CCC[C@@H]2Cc3n[nH]cc3C[C@H]21,-1%
C=C(C)C(=O)CP(=O)(OCC)OCC,-11%
COc1cc2c3cc1Oc1cc(ccc1O)C[C@@H]1c4c(cc(OC)c(O)c4Oc4cccc(c4)C[C@H]3N(C)CC2)CC[N+]1(C)C,0%[24.8 µM]
Oc1ccc2c3c1O[C@H]1[C@@H](O)CC[C@@]4(O)C(C2)N(CC2CCC2)CCC314 (stereo partly specified),1%&1%
COC(=O)[C@@]1(OC)C[C@@H]2O[C@@]1(C)n1c3ccccc3c3c4c(c5c6ccccc6n2c5c31)C(=O)N(C)C4,13%[11.7 µM]
O=C(Oc1ccccc1)N1CCC2(CCCN(Cc3nccs3)C2)CC1,-12%
CC(C)CN1CC[C@@]2(CCCN(C(=O)Oc3ccccc3)C2)C1,-6%
O=C1CC2OCC=C3CN4CCC56c7ccccc7N1C5C2C3CC46 (stereo unspecified),u
CCCCC/C=C\C/C=C\C/C=C\C/C=C\CCCC(=O)NCCc1ccc(O)c(O)c1,u
COc1cc(N)c(Cl)cc1C(=O)N[C@@H]1CN2CCC1CC2,u
CN1CCC2(CC1)CCN(C(=O)c1ccco1)CC2,9%
NC[C@H](CC(=O)O)c1ccc(Cl)cc1,-4%[24.8 µM]
C=C1Nc2ccccc2C(=O)N1c1ccccc1C,-7%

# At a glance, 26 of the compounds above.
SMILES,Menin MLL FP TR
COC1=C[C@]23CCCN2CCc2cc4c(cc2[C@@H]3[C@@H]1O)OCO4,-22%
CC(=O)O[C@H]1C(=O)[C@@]2(C)C([C@H](OC(=O)c3ccccc3)[C@]3(O)C[C@H](OC(=O)[C@H](O)[C@@H](NC(=O)c4ccccc4)c4ccccc4)C(C)=C1C3(C)C)[C@]1(OC(C)=O)CO[C@@H]1C[C@@H]2OC(=O)[C@H](C)NC(=O)c1ccc(-c2c3ccc(=O)cc-3oc3cc(O)ccc23)c(C(=O)O)c1 (stereo partly specified),13%[11.7 µM]
CO/C1=C\C(C)=C\[C@@H](C)[C@@H](O)[C@@H](C)C/C(C)=C/C=C/[C@H](OC)[C@@H]([C@@H](C)[C@@H](O)[C@H](C)[C@@]2(O)C[C@@H](O)[C@H](C)C(C(C)C)O2)OC1=O (stereo partly specified),13%
O[C@@H]1[C@H](O)[C@H]2[C@@H](O)CCN2C[C@@H]1O,u
Clc1ccccc1C(c1ccccc1)(c1ccccc1)n1cccn1,-17%
CCCN1C[C@H](C)N([C@H](c2ccc(C(=O)N(CC)CC)cc2)c2cccc(OC)c2)C[C@H]1C,-2%[24.8 µM]
O=C1C=CC(=O)c2c1ccc1c2ccc2ccccc21,u
CC1Cc2c(cnc3c2CN(C)CC3)CO1 (stereo unspecified),3%[11.7 µM]
CCOC(=O)C1C(C=C(C)C)C1(C)C (stereo unspecified),5%
CCC1CN2CCC1CC2C(O)c1ccnc2ccc(OC)cc12 (stereo unspecified),-14%
c1ccc(N=Nc2ccccc2)cc1,16%
COc1ccc2cc1Oc1ccc(cc1)CC1c3cc(c(OC)cc3CCN1C)Oc1c(OC)c(OC)cc3c1C(C2)N(C)CC3 (stereo unspecified),u
CNC(C)Cc1ccc(OC)cc1 (stereo unspecified),12%
CN1C[C@@H](CS(=O)(=O)N(C)C)C[C@@H]2c3cccc4c3c(cn4C)C[C@H]21,-18%
CN1C(=S)CN=C(c2ccccc2)c2cc(Cl)ccc21,15%
CCOc1ccc2cc(C#N)c(=O)oc2c1,-25%&1%
CCCN1CCC[C@@H]2Cc3n[nH]cc3C[C@H]21,-1%
C=C(C)C(=O)CP(=O)(OCC)OCC,-11%
COc1cc2c3cc1Oc1cc(ccc1O)C[C@@H]1c4c(cc(OC)c(O)c4Oc4cccc(c4)C[C@H]3N(C)CC2)CC[N+]1(C)C,0%[24.8 µM]
Oc1ccc2c3c1O[C@H]1[C@@H](O)CC[C@@]4(O)C(C2)N(CC2CCC2)CCC314 (stereo partly specified),1%&1%
COC(=O)[C@@]1(OC)C[C@@H]2O[C@@]1(C)n1c3ccccc3c3c4c(c5c6ccccc6n2c5c31)C(=O)N(C)C4,13%[11.7 µM]
O=C(Oc1ccccc1)N1CCC2(CCCN(Cc3nccs3)C2)CC1,-12%
CC(C)CN1CC[C@@]2(CCCN(C(=O)Oc3ccccc3)C2)C1,-6%
O=C1CC2OCC=C3CN4CCC56c7ccccc7N1C5C2C3CC46 (stereo unspecified),u
CCCCC/C=C\C/C=C\C/C=C\C/C=C\CCCC(=O)NCCc1ccc(O)c(O)c1,u
COc1cc(N)c(Cl)cc1C(=O)N[C@@H]1CN2CCC1CC2,u

# Next section:
SMILES,Menin MLL FP TR
CN(C)C(=O)Oc1cc(OC(=O)N(C)C)cc([C@@H](O)CNC(C)(C)C)c1,-10%[24.8 µM]
c1ccc2sc(SNC3CCCCC3)nc2c1,-20%
CC1(C)C(O)CC(O)[C@]2(C)C1CC(=O)[C@]1(C)C2CC[C@@]2(C)C(c3ccoc3)OC(=O)C3OC321 (stereo partly specified),6%
COc1ccc2c3c1O[C@H]1C(=O)CC[C@@]4(O)C(C2)N(CC2CC2)CCC314 (stereo partly specified),11%
C[C@@]12CCC(Cl)C[C@H]1CCC1C2CC[C@]2(C)C(=O)CCC12 (stereo partly specified),u
CC1(C)C2C[C@@H](O)[C@]3(C)C(CC[C@@]4(C)[C@H](c5ccoc5)C[C@H]5O[C@]543)[C@@]2(C)[C@@H](O)C[C@H]1O (stereo partly specified),-12%
O=S(=O)(c1ccc(Cl)cc1)c1cc(Cl)c(Cl)cc1Cl,-17%
CC(=O)O.CC(=O)O.[Cd],5%
CN1CCCCC1Cn1cc(C(=O)c2cc([N+](=O)[O-])ccc2I)c2ccccc21 (stereo unspecified),-26%
CON(C)C(=O)Nc1ccc(Br)c(Cl)c1,-1%
C[C@H]1C[C@H](C)C(=O)[C@@H]([C@H](O)CC2CC(=O)NC(=O)C2)C1,-11%[24.8 µM]
CCOC(=O)c1ncn2c1[C@H]1CCCN1C(=O)c1cc(OC)ccc1-2,18%[24.8 µM]
COP(=S)(OC)Oc1ccc([N+](=O)[O-])c(C)c1,9%
CC/C=C\C/C=C\C/C=C\C/C=C\C/C=C\CCCC(N)=O,-9%
CC(C)c1ccc2c(c1O)CCC1C3=C(CC[C@]21C)C(=O)OC3 (stereo partly specified),6%
CC(C)CN1CCCC2(CCN(C(=O)c3ccncc3)CC2)C1,4%
CC1OC(=O)C(C(C)C)NC(=O)C(C(C)C)OC(=O)C(C(C)C)NC(=O)C(C)OC(=O)C(C(C)C)NC(=O)C(C(C)C)OC(=O)C(C(C)C)NC(=O)C(C)OC(=O)C(C(C)C)NC(=O)C(C(C)C)OC(=O)C(C(C)C)NC1=O (stereo unspecified),u
COc1cc2c(cc1OC)-c1c(OC)c(OC)c(C=O)c3c1[C@H](C2)N(C)CC3,-13%[24.8 µM]
COC(=O)[C@H]1[C@@H](c2ccccc2)[C@@]2(c3ccccc3)Oc3ccccc3[C@@]1(O)[C@@H]2O,u
ClC=C(Cl)Cl,-4%
O=C1NC(=O)c2c1c1c3ccccc3[nH]c1c1[nH]c3ccccc3c21,u
OC[C@@H]1[C@@H](O)[C@H](O)[C@H]2[C@@H](O)CCN21,0%
N[C@H](C(=O)O)c1cc(=O)[nH]o1,-5%[24.8 µM]
CO/C1=C\C(C)=C\[C@@H](C)[C@@H](O)[C@@H](C)C/C(C)=C/C=C\[C@H](OC)C([C@@H](C)[C@@H](O)[C@H](C)[C@@]2(O)C[C@@H](O)[C@H](C)C(C(C)C)O2)OC1=O (stereo partly specified),-5%[2.28 µM]
C[C@@H]1O[C@H](O[C@@H]2C=C3CC[C@H]4[C@@H](CC[C@]5(C)[C@@H](c6ccc(=O)oc6)CC[C@]45O)[C@@]3(C)CC2)[C@@H](O)[C@H](O)[C@@H]1O,-7%[24.8 µM]
Cc1cnc2c(C(=O)O)c(Cl)ccc2c1,1%
O=C(Nc1cccc(F)c1)N1CCCC2(CCN(C(=O)Oc3ccccc3)CC2)C1,-1%
C=C1CC2C(CC[C@]3(C)C(=O)CCC23)[C@]2(C)C=CC(=O)C=C12 (stereo partly specified),-24%
c1cncc([C@@H]2CCCCN2)c1,15%&-16%[24.8 µM]
CNC(=O)Oc1ccccc1C(=O)Nc1ccccc1,8%
CCC1(c2ccccc2)CCC(=O)NC1=O (stereo unspecified),1%
CN1Cc2c(ccc3c2OCO3)[C@@H]2[C@@H](O)Cc3cc4c(cc3[C@@H]21)OCO4,-20%[24.8 µM]
S=C=NCc1ccccc1,8%

# Assay outcomes from PubChem.
